Tau fibril ThT = inhibitors of human tau fibril formation, thioflavin T binding; P10636; recombinant tau K18 P301L, heparin-induced fibrillization, ThT fluorescence; Potency, µM (titrated, usually from 57.4 µM), for the others: at the top dose activity, negative = inhibition, usual class: inhibitors; 270,000 tested, 2.1% active; AID 1460; further: nearly all actives have a fitted effect of over 55% in size
Target sequence (P10636 561-689 P618L limits assumed): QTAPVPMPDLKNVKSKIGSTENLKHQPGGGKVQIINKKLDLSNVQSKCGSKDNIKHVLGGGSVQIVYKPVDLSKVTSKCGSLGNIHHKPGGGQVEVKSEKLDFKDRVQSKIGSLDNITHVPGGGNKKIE
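Fibril formation assay: tau K18 P301L at 15 uM with trace Alexa 594 label, heparin inducer 20 uM, pH 7 sodium acetate buffer, 37 C for 6 hr; endpoint ThT signal.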
RGS12 GoLoco inh = blocks human Gai1 binding to RGS12 GoLoco peptide, red readout; AID 880; 230,000 tested, 0.44% active; P63096; Gai1:RGS12 GoLoco peptide FP, rhodamine, 10 min; Potency, µM (titrated, usually from 61.6 µM), inactives show at the top dose activity, negative = inhibition, actives largely listed as inhibitors; active means well fitted inhibition curve with a large enough effect, not every such curve was filed as active; inactive means no such curve, though single readings can be large or run the other way; further: nearly all actives have a fitted effect of over 30% in size; many of its hits are not listed in these tables
L3MBTL1 inh = L3MBTL1 (human) inhibition | 230,000 tested, 0.66% active | Potency, µM (series often up to 57.1 µM), for inactives: at the top dose activity, negative = inhibition, actives largely listed as inhibitors | AlphaScreen L3MBTL1–H3K9me1 peptide binding; further: nearly all actives have a fitted effect of over 60% in size
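Displacement of a biotinylated histone H3(1-15) peptide monomethylated at Lys9 (75 nM) from L3MBTL1 (50 nM) was measured by AlphaScreen after a 30 min room-temperature compound incubation; cefsulodin titration served as intraplate control.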
TexasRed fluor = Texas Red fluorescence interference in TRb-SRC2 counter-screen; TRb/SRC2 Texas Red total fluorescence interference; Potency, µM (titrated, usually from 106 µM), for the others: at the highest dose fluorescence change, negative = quenching; 280,000 tested, 0.29% active; active means well fitted curve in either direction with a large enough effect; inconclusive means small, poorly fitted or top-dose-only effect
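Flags fluorescent or light-absorbing compounds by total fluorescence, S + 2P, at 555 nm excitation and 632 nm emission. Mixture: 20 nM Texas Red SRC2 peptide, 0.6 uM human TRb LBD, 1 uM T3, 5% DMSO; compound exposure 5 h at ambient temperature.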
Tau FP inhib = blocks human tau fibril formation measured by polarization. P10636. K18 P301L tau heparin fibrillization, Alexa594 FP, 6 h. Potency, µM (highest dose often 57.7 µM), without a hit: at the highest dose activity, negative = inhibition, hits mostly inhibitors. 280,000 tested, 0.39% active; further: nearly all actives have a fitted effect of over 55% in size
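Human tau K18 […] P301L fragment, 15 uM unlabeled plus 0.24 uM Alexa 594-labeled tau (final), with compound and 20 uM heparin in 100 mM sodium acetate pH 7; 6 hr at 37 C, then Alexa 594 FP read.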
RECQ1 helicase = blocks DNA unwinding by human RECQ1 | Potency, µM (titrated, usually from 57.3 µM), without a hit: at the highest dose activity, negative = inhibition, most hits filed as inhibitors | P46063 | AID 2549 | RECQ1 DNA unwinding, red fluorescence kinetic read | 240,000 tested, 0.54% active;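 further: plate controls were vehicle for no effect and no enzyme for full effect; nearly all actives have a fitted effect of over 30% in size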
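RECQ1T1 50 nM; forked duplex (20 bp + 30-nt ss tails) 200 nM, ATP 2 mM final; pH 8.0, 2 mM MgCl2, 2.5 ug/ml poly(dI-dC); 15 min compound preincubation; discontinuous kinetic read over 2 h at RT.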
JMJD2E inh = JMJD2E (human) inhibition | JMJD2E catalytic domain, FDH-coupled NADH fluorescence (FDH is formaldehyde dehydrogenase) | Potency, µM (highest dose often 57.1 µM), without a hit: at the top dose activity change, negative = inhibition, actives largely listed as inhibitors | 230,000 tested, 1.6% active | AID 2147; active means well fitted inhibition curve with a large enough effect, not every such curve was filed as active; inconclusive means small, poorly fitted or top-dose-only effect, or another doubt; inactive means no such curve, though single readings can be large or run the other way;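 further: 0% = wells with enzyme and -100% = buffer wells without enzyme; nearly all actives have a fitted effect of over 50% in size; many of its hits are not listed in these tables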
Target sequence (B2RXH2 1-337 limits assumed): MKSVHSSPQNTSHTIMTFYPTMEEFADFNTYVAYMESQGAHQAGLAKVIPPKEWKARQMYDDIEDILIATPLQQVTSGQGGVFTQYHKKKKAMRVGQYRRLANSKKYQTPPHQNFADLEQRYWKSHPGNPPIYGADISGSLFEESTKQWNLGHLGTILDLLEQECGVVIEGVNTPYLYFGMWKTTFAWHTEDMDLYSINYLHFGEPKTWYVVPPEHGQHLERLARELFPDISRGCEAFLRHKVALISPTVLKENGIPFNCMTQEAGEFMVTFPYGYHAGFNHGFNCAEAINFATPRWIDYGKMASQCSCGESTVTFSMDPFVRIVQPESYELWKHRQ
TRb-SRC2 inh = TRbeta-SRC2 interaction inhibition. P10828. TRbeta-SRC2 peptide binding, fluorescence polarization; receptor liganded with 1 µM T3. Potency, µM (series often up to 106 µM), without a hit: at the top dose activity change, negative = inhibition, hits mostly inhibitors. 280,000 tested, 0.065% active. AID 1469;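 further: plate controls were bound peptide for no effect and peptide without receptor for full effect; nearly all actives have a fitted effect of over 50% in size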
Target sequence (P10828 whole entry, looked up): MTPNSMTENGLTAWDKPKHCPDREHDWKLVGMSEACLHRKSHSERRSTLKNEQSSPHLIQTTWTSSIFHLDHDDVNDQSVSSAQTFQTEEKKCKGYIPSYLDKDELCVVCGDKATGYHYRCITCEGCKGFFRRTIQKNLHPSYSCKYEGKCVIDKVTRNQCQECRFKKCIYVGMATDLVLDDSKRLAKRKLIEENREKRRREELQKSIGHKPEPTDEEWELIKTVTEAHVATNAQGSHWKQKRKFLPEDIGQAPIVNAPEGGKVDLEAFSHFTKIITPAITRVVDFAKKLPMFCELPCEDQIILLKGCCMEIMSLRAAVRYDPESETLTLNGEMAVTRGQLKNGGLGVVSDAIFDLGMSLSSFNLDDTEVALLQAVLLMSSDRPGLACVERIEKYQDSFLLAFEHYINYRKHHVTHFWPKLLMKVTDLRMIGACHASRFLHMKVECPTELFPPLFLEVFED
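Human TRb LBD (0.6 uM) plus Texas Red-labeled SRC2 peptide (20 nM), 1uM T3, 5% DMSO, 5 hr at ambient temperature. Decreased polarization (555/632 nm) flags inhibition; data normalized to free and bound peptide controls.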
* hit, by the source's call; i = inactive; ? = inconclusive; . = no result given; & = joins results of further samples; [ ] = dose if it differs, or a comment. Unless noted, the call rests on the fitted dose curve; in most records, active means well fitted curve in the direction sought with a large enough effect; inconclusive means small, poorly fitted or top-dose-only effect, or another doubt; inactive means no such curve, though single readings can be large; an effect the other way counts as inactive or inconclusive. Unless noted, on the % scale 0 is the no-effect control and ±100 the full control effect; potency means the concentration at half of the fitted maximal effect. These rows are one share of the data (hit frequency here may not be typical).

entry	Molecule	Tau fibril ThT	RGS12 GoLoco inh	L3MBTL1 inh	TexasRed fluor
1	CN(C)S(=O)(=O)c1ccc2nc(NC(=O)c3cccs3)sc2c1	-1%	15%	.	-2%
2	CSc1ccc(OC2CCCCC2NS(=O)(=O)c2ccccc2)cc1 (stereo unspecified)	-9%	0%	-3%	-6%
3	COc1ccc2nc(NC(=O)c3cccc(S(=O)(=O)N4CCOCC4)c3)sc2c1	-6%	-8%	-3%	-5%
4	Cc1c(O)nc2sc3ccccc3n2c1=O	.	4%	.	-5%
5	Cc1cc(C)cc(-n2ccn(CC(=O)c3ccc(F)cc3)c(=O)c2=O)c1	-4%	.	.	9%
6	O=C1/C(=C/c2ccco2)SC(=S)N1C1CCS(=O)(=O)C1 (stereo unspecified)	28µM*	37%[activator]	?	2%
7	CCn1c(CNC(=O)Cc2ccc(OC)cc2)n[nH]c1=S	-2%	2%	.	-2%
8	CCOc1ccc(NC(=O)CCN2CCCCC2)cc1	6%	3%	2%	-2%
9	COc1ccc(-n2c(C)cc(/C=C3/SC(=O)N(CC(=O)N4CCOCC4)C3=O)c2C)cc1	-11%	32%[activator]	2%	1%
10	COc1ccc(C2/C=C\CN(CC(C)C)CC(=O)N2Cc2ccc(F)cc2)cc1 (stereo unspecified)	-13%	3%	.	0%&-1%

entry	Tau FP inhib	RECQ1 helicase	JMJD2E inh	TRb-SRC2 inh
1	-10%	-2%	?	-22%
2	15%	-1%	8%	3%
3	3%	-2%	?	-3%
4	4%	i	2%	-5%
5	1%	.	.	-6%
6	?	-1%	1%	4%
7	-2%	-3%	-6%	5%
8	-7%	-5%	16%	-2%
9	-3%	-2%	-7%	4%
10	1%	-12%&-8%	-9%	-1%&-10%

(cont.)
entry	Molecule	Tau fibril ThT	RGS12 GoLoco inh	L3MBTL1 inh	TexasRed fluor
11	CCOC(=O)N1CCN(S(=O)(=O)c2ccc(C(=O)Nc3nnc(C4CC4)o3)cc2)CC1	-2%	13%	8%	1%
12	Cc1nnc(Sc2cc(C(=O)NC3CC3)c3ccccc3n2)s1	.	4%	.	-8%
13	Cc1ccc(CCNC(=O)C2CCN(c3nnc(-n4cccc4CNc4ccc(C)cc4)s3)CC2)cc1	?	.	.	?
14	Cc1n[nH]c(=S)n1/N=C/c1cccc(OCc2ccccc2)c1	11%	24%	-2%	0%
15	CC12CN3CCN(CC(C3)C1(O)CN1CCCCC1)C2 (stereo unspecified)	-3%	8%	.	1%
16	Cc1ccc(C2CC(=O)Nc3cc4c(cc32)OCCO4)cc1Br (stereo unspecified)	1%	.	.	0%
17	CN(C)Cc1ccccc1-c1nccc(NC2CC2)n1	3%	2%	.	4%
18	O=C(Nc1cccc2ccccc12)c1cnccn1	13%	4%	13%	-1%
19	COc1cccc2c1OCC/C2=N\NC(=O)C(C)Oc1ccc([N+](=O)[O-])cc1 (stereo unspecified)	-16%	17%	2%	-9%
20	O=C(Cc1ccc(F)cc1)NC1CC(=O)N(c2ccccc2)C1 (stereo unspecified)	1%	.	.	-1%

entry	Tau FP inhib	RECQ1 helicase	JMJD2E inh	TRb-SRC2 inh
11	-4%	-1%	?	-15%
12	1%	-3%	-9%	-6%
13	?	.	.	-10%
14	-6%	i	-7%	-8%
15	-3%	i	0%	-21%
16	-2%	.	.	-1%
17	-3%	-18%	-2%	1%
18	6%	0%	8%	2%
19	-5%	-1%	-22%	6%
20	-5%	.	.	4%

More structures
entry	Molecule	Tau fibril ThT	RGS12 GoLoco inh	L3MBTL1 inh	TexasRed fluor
21	CC(=O)Nc1ccc(-c2csc(Nc3cc(C)ccn3)n2)cc1	7.1µM*	-7%	.	-5%
22	CCc1nc2cccnc2n1-c1ccc(CC(=O)Nc2c(C)cccc2C)cc1	-7%	.	.	0%
23	CCOC(=O)C1(C)/C(=N/Nc2ccccc2)C(=O)C(=O)N1c1ccccc1 (stereo unspecified)	18µM*	-1%	.	-7%
24	CCCCn1c(SCC(=O)Nc2ccc(OC)cc2)nc2ccc(N3CCOCC3)cc2c1=O	?	3%	-2%	-1%
25	COc1ccc(CNC(=O)CC2N=C3c4ccccc4N=C(SCC(=O)Nc4ccc(C(C)C)cc4)N3C2=O)cc1 (stereo unspecified)	1%	.	.	-3%
26	CC(C)Nc1cc(C(F)(F)F)nc(-c2ccccn2)n1	-2%	1%	-6%	2%
27	CCOC(=O)c1cn2ccc(C)cc2n1	-10%	10%	7%	-1%[53 µM]
28	C=C(C)C1CCC(C)=C1COC(=O)Nc1ccccc1 (stereo unspecified)	-19%	5%	40%[activator]	-1%
29	Cn1cc(C(=O)N/N=C/c2ccc(Br)c([N+](=O)[O-])c2)c2ccccc21	.	1%	.	-2%
30	O=C(NNC(=S)NC(=O)c1cccnc1)c1ccccc1	-9%	13%	5%	-2%

entry	Tau FP inhib	RECQ1 helicase	JMJD2E inh	TRb-SRC2 inh
21	8%	-11%	-15%	-3%
22	-3%	.	.	1%
23	-7%	-7%	-4%	-7%
24	12%	i	?	-15%
25	-1%	.	.	-1%
26	1%	14%	-13%	-1%
27	-4%	12%	?	3%[53 µM]
28	-5%	-16%	-1%	4%
29	?	1%	-8%	-2%
30	-2%	-11%	22%	-5%

Five consecutive entries already listed, for reference:
entry	Molecule	Tau fibril ThT	RGS12 GoLoco inh	L3MBTL1 inh	TexasRed fluor
21	CC(=O)Nc1ccc(-c2csc(Nc3cc(C)ccn3)n2)cc1	7.1µM*	-7%	.	-5%
22	CCc1nc2cccnc2n1-c1ccc(CC(=O)Nc2c(C)cccc2C)cc1	-7%	.	.	0%
23	CCOC(=O)C1(C)/C(=N/Nc2ccccc2)C(=O)C(=O)N1c1ccccc1 (stereo unspecified)	18µM*	-1%	.	-7%
24	CCCCn1c(SCC(=O)Nc2ccc(OC)cc2)nc2ccc(N3CCOCC3)cc2c1=O	?	3%	-2%	-1%
25	COc1ccc(CNC(=O)CC2N=C3c4ccccc4N=C(SCC(=O)Nc4ccc(C(C)C)cc4)N3C2=O)cc1 (stereo unspecified)	1%	.	.	-3%

entry	Tau FP inhib	RECQ1 helicase	JMJD2E inh	TRb-SRC2 inh
21	8%	-11%	-15%	-3%
22	-3%	.	.	1%
23	-7%	-7%	-4%	-7%
24	12%	i	?	-15%
25	-1%	.	.	-1%

Following part.
entry	Molecule	Tau fibril ThT	RGS12 GoLoco inh	L3MBTL1 inh	TexasRed fluor
31	CCOC(=O)C1CCN(CC(=O)Nc2cc(C)nn2-c2nc3ccccc3s2)CC1	-5%	3%	.	2%
32	COc1ccc(/C=C/C(=O)c2ccncc2)c2ccccc12	16µM*	-8%	-5%	-11%
33	Cc1ccc(CN(C(=O)COc2ccccc2Cl)c2ccccn2)o1	-1%	.	.	7%
34	CC(NS(=O)(=O)c1ccccc1)c1n[nH]c(=S)n1-c1ccccc1 (stereo unspecified)	6%	0%	2%	-2%
35	O=C(NCCNC1CCC(c2ccccc2)CC1)c1cccs1 (stereo unspecified)	1%	6%	2%	-2%
36	C[N+](C)=C1SCC(C)(/C=N/O)S1 (stereo unspecified)	?	4%	16%	1%
37	Cc1c(CCO)c(=O)n(-c2ccccc2)n1S(=O)(=O)c1ccc(F)cc1	-15%	8%	.	1%
38	COc1cc(C(=O)NCCC(=O)N2CCN(C)CC2)cc(OC)c1OC	-8%	8%	.	0%
39	Cc1ccc(C)c(Oc2c(C(F)(F)F)oc3c(CN4CCN(C)CC4)c(O)ccc3c2=O)c1	5%	.	.	1%
40	COCCNC(=O)CN(C(=O)CCC(=O)Nc1cc(C)on1)c1cccc(C)c1C	-17%	6%	-1%	-2%

entry	Tau FP inhib	RECQ1 helicase	JMJD2E inh	TRb-SRC2 inh
31	-1%	i	0%	6%
32	?	-8%	-30%	-3%
33	2%	.	.	2%
34	-3%	-17%	-7%	-3%
35	-3%	5%	-23%	-2%
36	?	-5%	-9%	10%
37	10%	i	6%	0%
38	-2%	9%	6%	-1%
39	4%	.	.	2%
40	-8%	i	6%	-14%

Carrying on:
entry	Molecule	Tau fibril ThT	RGS12 GoLoco inh	L3MBTL1 inh	TexasRed fluor
41	CN(CC1CCOCC1)C(=O)CC1C(=O)NCCN1CC1CCCCC1 (stereo unspecified)	-4%	0%	-3%	3%
42	O=C(Nc1ccc(F)c(Cl)c1)Nc1c[nH]c(=O)[nH]c1=O	8%	.	.	0%
43	CCOC(=O)C1=CC(OC(CC)CC)C(NC(C)=O)C(N)C1 (stereo unspecified)	-2%	32µM*	.	-1%
44	O=C(COc1ccccc1[N+](=O)[O-])Nc1cccnc1	-6%	-9%	.	-1%
45	O=C(NNS(=O)(=O)c1ccc(Cl)cc1)c1cccs1	9%	17%	5%	-2%
46	CC(=O)NCCc1nc2cc(NC(=O)c3ccccc3)ccc2n1C	-2%	-5%	1%[11.4 µM]	-3%
47	S=C(NCCc1ccccc1)N1CCCCC1	-9%	3%	-6%[11.4 µM]	-3%
48	CCOC(=O)c1c(NC(=O)c2cc(C(C)C)on2)sc(C)c1C	-12%	.	.	?
49	O=C(NCCN1CCOCC1)c1cc2ccccc2[nH]1	-13%	9%	-4%	-2%
50	CCOC(=O)c1sc(NC(=O)CSC(=S)N2CCN(C)CC2)nc1C	1%	17%	-22%	-1%
51	O=C(NCc1nnc(SCC(=O)N2CCOCC2)o1)c1ccccc1F	1%	-2%	.	-3%
52	Cc1ccc(Cl)cc1N1CCN(C(=O)CCS(=O)(=O)c2cccc3nonc23)CC1	-16%	6%	-1%	1%

entry	Tau FP inhib	RECQ1 helicase	JMJD2E inh	TRb-SRC2 inh
41	6%[2.34 µM]	0%	16%	-9%
42	-1%	.	.	8%
43	-4%	-3%	-18%	-1%
44	-3%	-1%	0%	0%
45	8%	i	-12%	-5%
46	-1%	-3%	4%	2%
47	-5%	i	1%	-1%
48	-25%	.	.	-4%
49	4%	-4%	?	-19%
50	-2%	0%	-5%	3%
51	7%	i	0%	1%
52	?	-6%	-1%	4%

Bioassay records deposited in PubChem by National Center for Advancing Translational Sciences (NCATS).
